Screening results: PubChem, Broad Institute
PGC1a acetyl inh: inhibitors of PGC1a acetylation signal, primary screen, cell-based, U2OS, AlphaScreen, inhibitor mode | 0.17% of 350,000 active | AID 651687, 2012 | inhibition, % at 15.6 µM | AlphaScreen anti-acetyl-lysine; with virally co-expressed GCN5 acetyltransferase;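 active means every replicate shows inhibition of at least 40%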;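 further: 0% = neutral control wells and 100% = positive control wells; some results beyond the cut were filed as inactive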
Cneo AK release: Cryptococcus neoformans cell lysis inducers, primary screen, AK release luminescence, single concentration; AID 651654, 2012; 0.2% of 360,000 active; C. neoformans lysis, adenylate kinase release luminescence, 4 h; normalised: neutral wells 0, clomiphene wells 100; lysis activity, % at 15 µM;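 active means mean lysis activity across replicates of at least 80%, whatever share of replicates individually reach that level; inactive means mean lysis activity below 80%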
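Assay system: log-phase C. neoformans yeast / Quantity: yeast cell density of 5 × 10^6 cells/mL / Medium: fresh YPD growth medium / Compound: single dose / Timing: static 4 h at 37 °C with compound, 1 h detection / Measured by: adenylate kinase release luminescence / Read-out: lysis from increased AK signal / Benchmarks: Clomiphene as positive lysis control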
EWS-Fli inh: EWS/Fli-driven NR0B1 reporter inhibitors, primary screen, A673 cells, NR0B1 luciferase, luminescence, MLPCN library. inhibition, % at 12.6 µM. 0.67% of 350,000 active. AID 651661, 2012. viability-normalised;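 active means mean inhibition of at least 50% after viability correction, with every replicate also passing that limit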;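 further: firefly luciferase signal divided by Alamar Blue viability fluorescence both relative to DMSO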
PAX8 reporter: inhibitors of PAX8-driven TPO luciferase reporter, primary screen, RMG-I cells, single concentration; SteadyGlo, 24 h; inhibition, % at 12.6 µM; 1.2% of 360,000 active;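 active means mean replicate inhibition at least 60% with every replicate also reaching 60%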;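 further: luciferase light reporting Pax8 driven TPO promoter activity; plate controls were median of neutral control wells for no effect and mitoxantrone controls for full effect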
Casp6 inh: human caspase-6 inhibitors, primary screen, biochemical, VEID-R110 fluorescence, single point, set 2; 0.53% of 350,000 active; purified caspase-6, Z-VEID-R110 cleavage fluorescence; P55212; inhibition, % at 12.5 µM;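 active means mean inhibition across replicates at least about 35%, with every replicate also reaching that limit, limit read from the data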;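 further: 0% = median of neutral control wells and 100% = no fluorescence left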
Target sequence (P55212 24-179 limits assumed): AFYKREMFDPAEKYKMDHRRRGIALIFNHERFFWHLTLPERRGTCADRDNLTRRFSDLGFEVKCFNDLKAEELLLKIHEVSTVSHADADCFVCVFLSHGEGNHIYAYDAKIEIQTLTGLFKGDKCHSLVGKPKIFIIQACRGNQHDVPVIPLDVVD
Target sequence (P55212 194-293 limits assumed): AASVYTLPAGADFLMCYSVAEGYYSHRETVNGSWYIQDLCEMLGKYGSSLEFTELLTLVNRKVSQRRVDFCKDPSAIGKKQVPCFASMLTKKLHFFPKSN
LGR2 antag: inhibitors of bursicon-induced LGR2 CRE-luciferase signal, primary screen, cell-based, HEK293, CRE-luciferase reporter, bursicon stimulation. 0.35% of 380,000 active. bursicon-stimulated, 4 h. inhibition, % at 9.99 µM. Drosophila bursicon receptor LGR2 (rickets);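 active means drop in luminescence signal, shown as inhibition above about 50% in the replicate tests, limit read from the data, passing the limit was not always enough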;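 further: agonist challenge used bursicon conditioned medium at about half maximal strength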
FN deposit inh: inhibitors of fibronectin matrix deposition, primary screen, AH1F cells, Alexa488-fibronectin fluorescence, plate reader; AH1F fibroblasts, overnight; inhibition, % at 12.6 µM; 0.086% of 350,000 active; AID 743247, 2014;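 active means mean inhibition across replicates of 30% or more, regardless of how many single replicates reach that level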;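 further: positive control wells lacked labelled fibronectin entirely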
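material = AH1F fibroblast monolayer depositing Alexa488-labelled fibronectin into matrix | amount = 10000 AH1F cells/well | buffer or medium = DMEM plus 2% serum, read in PBS | incubation = 1 h cell adhesion before compound, then overnight fibronectin incubation | detection = fluorescence at 485 nm excitation, 525 nm emission | evaluation = percent inhibition as loss of matrix-bound fibronectin fluorescence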
miR-122 sensor: miR-122 Renilla sensor signal increase in Huh7, primary screen, miR-122 inhibitor project, cell-based, single point, plate reader; Huh7 miR-122 Renilla luciferase sensor, 48 h; neutral wells = 0, positive control = 100; activation (reporter increase), % at 12.5 µM; 0.3% of 340,000 active;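 active means mean replicate activation score at least 90 and every replicate individually at or above 90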;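 further: higher luciferase means less miR-122 activity so hits act as miR-122 inhibitors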
* marks the source's active call; other numbers are inactive results; . = not tested or not shown; & = joins results of further samples; [ ] = dose if it differs, or a comment.

SMILES	PGC1a acetyl inh	Cneo AK release	EWS-Fli inh	PAX8 reporter	Casp6 inh	LGR2 antag	FN deposit inh	miR-122 sensor
CCOc1ccccc1OCCCC(=O)Nc1cc(S(=O)(=O)N2CCOCC2)ccc1OC	3	4	8	16	-1	8	-11	4
O=C(NCc1ccc2c(c1)OCO2)c1ccncc1	.	-1	.	13	.	.	3	-5
CCCN(C)C[C@H]1Oc2cc(C#CCC3CCCC3)ccc2S(=O)(=O)N([C@H](C)CO)C[C@@H]1C	-14	2	-12	6	-3	.	.	-5[16.7 µM]
CC(=O)C1=C(O)CC(c2ccccc2)CC1=NCCc1c(C)[nH]c2ccc(C)cc12 (configuration not stated)	-7	0	3	-5	2	36	-5	7
CCOC(=O)C1=C(c2ccccc2)N=C2SCC(=O)N2C1c1ccc(O)c(OC)c1 (configuration not stated)	2	.	5	.	.	3	.	-5
CCn1c(SCC(=O)NC2CC2)nnc1-c1ccccc1OC	-5	6	2	.	-4	0	7	-4
O=C(C[C@@H]1C[C@@H]2c3cc(NC(=O)NC4CCCC4)ccc3O[C@@H]2[C@@H](CO)O1)NCC1CC1	8	7	3	-13	0	0	-15	0[16.7 µM]
C[C@H]1CN([C@@H](C)CO)C(=O)c2cccc(NS(=O)(=O)c3cccs3)c2O[C@H]1CN(C)Cc1ccc(C(F)(F)F)cc1	19	-4	9	-14	0	1	.	74[16.7 µM]
CN(C(=O)Nc1cnc2ccccc2c1)c1ccccc1	-3	0	-37	-16	1	-13	1	-3
CCN1C(=O)/C(=C2/C=Cc3ccccc3N2C)OC1=S	6	-2	.	.	.	.	6	-6
C[C@H](CO)N1C[C@H](C)[C@H](CN(C)S(=O)(=O)c2cn(C)cn2)OCCCC[C@H](C)Oc2ccc(NS(=O)(=O)c3ccc(F)cc3)cc2C1=O	.	4	-10	12	2	-9	3	-3[16.7 µM]
Cc1ccc(SCc2ccc(C(=O)Nc3ccccc3C(=O)NC(C)C)cc2)cc1	-1	0	-2	40	0	.	-3	-4
CCOC(=O)C1(CCCc2ccccc2)CCN(C(=O)CN2CCOC2=O)CC1	.	.	-8	7	2	5	-6	.
CCn1c(SCc2ccc(F)cc2)nnc1-c1nn(-c2ccccc2)ccc1=O	0	-1	.	.	.	7	.	3
COc1ccccc1-c1coc2cc(OC(=O)N3CCOCC3)ccc2c1=O	-2	2	-88	-75	6	-13	-2	-4
COC(=O)c1cc(NC(=O)Nc2cccc(Cl)c2)ccc1Cl	-13	-1	-9	.	-1	7	.	4
CCOC(=O)C1(CCCc2ccccc2)CCN(C(=O)CCOC)CC1	-1	1	-2	12	3	-17	2	-4
Cc1ccc(S(=O)(=O)N2C[C@@H]3N[C@H](C2)C3c2ccc(-c3cccc(C#N)c3)cc2)cc1 (some centres not stated)	-16&-10	.	7&-17	1&45	-1&-1	-11&24	0&6	.
O=C(CSc1nnc2c(n1)[nH]c1ccc(F)cc12)Nc1ccccc1F	-14	-7	-5	-8	-2	-21	-4	-1
Cc1cccc(O)c1C	-11	0	-3	.	-1	12	.	2
O=C(O)CCN(CCC(=O)O)S(=O)(=O)c1ccccc1	-6	0	.	-4	.	.	4	-9
CCCNC(=O)N1C[C@@H](C)[C@@H](OC)CN(C)C(=O)c2ccc(NS(=O)(=O)CC(F)(F)F)cc2OC[C@@H]1C	6	-3	-5	.	.	1	-6	.
C[C@H]1CN([C@@H](C)CO)C(=O)Cc2cc(NC(=O)C3CCCCC3)ccc2O[C@@H]1CN(C)Cc1ccc(-c2ccccc2)cc1	-2	1	4	5	0	-6	.	1[16.7 µM]
C[C@@]12CCC3[C@@](CCC4[C@@]3(C)CCC[C@@]4(C)C(=O)NCc3ccccc3)(CC1=O)C2 (some centres not stated)	.	1	3	6	5	2	-20	-9
CN(Cc1ccccc1)C(=O)c1ccc(NC(=O)Cc2cccc([N+](=O)[O-])c2)cc1	.	7	3	-2	0	6	-17	1
O=c1cc(Cc2ccc([N+](=O)[O-])cc2)[nH]c(=O)[nH]1	.	.	0	-4	0	8	16	.
C[C@H](CO)N1C[C@H](C)[C@@H](CN(C)C(=O)Nc2ccnc(N3CCOCC3)c2)OCc2ccccc2-c2ccccc2C1=O	12	-2	10	-27	0	-2	-14	.
COc1ccc(-n2nc(C)cc2Nc2ccccc2C(=O)O)cc1	-9	.	0	-1	3	.	-3	.
C=CCSc1nnc2c(n1)OC(c1cccnc1)N(C(C)=O)c1ccccc1-2 (configuration not stated)	1	-1	.	22	.	.	-14	-10
CCOC(=O)C1=C(Nc2ccccc2)CC(C)(O)C(C(=O)OCC)C1c1ccccc1 (configuration not stated)	-14	-2	1	-4	-2	10	-5	-3
CC(C)NC(=O)Nc1ccc2c(c1)C(=O)N([C@H](C)CO)C[C@@H](C)[C@@H](CN(C)C(=O)C1CCCCC1)OCCCC[C@@H](C)O2	4	.	1	3	.	6	.	-2[16.7 µM]
CC(C)(C)N(Cc1ccccc1)C(=O)CSc1nc2ccccc2c(=O)[nH]1	16	0	9	.	3	-25	.	-6
C[C@H](O)C#Cc1cnc2c(c1)C(=O)N([C@H](C)CO)C[C@H](C)[C@H](CN(C)C(=O)CN1CCOCC1)O2	6	-1	-15	13	-6	-8	.	0[16.7 µM]
O=C(c1ccco1)N1CCN(CCCCOc2cccc3ccccc23)CC1	-10	2	.	-19	.	10	-3	-2
C[C@H](CO)N1C[C@H](C)[C@@H](CN(C)C(=O)Nc2ccc3c(c2)OCO3)Oc2c(NC(=O)c3cnccn3)cccc2C1=O	-10	0	0	.	3	-9	.	1[16.7 µM]
C[C@@H]1CCCCO[C@@H](CN(C)Cc2ccc3c(c2)OCO3)[C@@H](C)CN([C@@H](C)CO)C(=O)c2cc(NC(=O)Nc3cccc4ccccc34)ccc2O1	6	-1	12	24	.	18	.	7[16.7 µM]
O=C(O)C1CC(=O)N(Cc2ccc3c(c2)OCO3)C1 (configuration not stated)	2	-1	3	.	-1	.	.	.
Cc1ccc2nc(NC(=O)CSCC(=O)OCC(=O)c3ccccc3)sc2c1	8	1	.	25	.	13	19	-6
CCOc1ccc(NC(=O)CN(C)C(=O)CCN2C(=O)C3CC=CCC3C2=O)cc1OCC (configuration not stated)	-4	3	-7	-4	3	7	-1	-11
Cn1cnnc1SC1CCCCC1NS(=O)(=O)c1ccccc1 (configuration not stated)	2	4	.	-11	.	.	-4	5

Molecules shown so far with two or more sulfur atoms (4):
SMILES	PGC1a acetyl inh	Cneo AK release	EWS-Fli inh	PAX8 reporter	Casp6 inh	LGR2 antag	FN deposit inh	miR-122 sensor
C[C@H]1CN([C@@H](C)CO)C(=O)c2cccc(NS(=O)(=O)c3cccs3)c2O[C@H]1CN(C)Cc1ccc(C(F)(F)F)cc1	19	-4	9	-14	0	1	.	74[16.7 µM]
C[C@H](CO)N1C[C@H](C)[C@H](CN(C)S(=O)(=O)c2cn(C)cn2)OCCCC[C@H](C)Oc2ccc(NS(=O)(=O)c3ccc(F)cc3)cc2C1=O	.	4	-10	12	2	-9	3	-3[16.7 µM]
Cc1ccc2nc(NC(=O)CSCC(=O)OCC(=O)c3ccccc3)sc2c1	8	1	.	25	.	13	19	-6
Cn1cnnc1SC1CCCCC1NS(=O)(=O)c1ccccc1 (configuration not stated)	2	4	.	-11	.	.	-4	5

(cont.)
SMILES	PGC1a acetyl inh	Cneo AK release	EWS-Fli inh	PAX8 reporter	Casp6 inh	LGR2 antag	FN deposit inh	miR-122 sensor
COc1ccc(-c2cnc3c(c2)C(=O)N([C@@H](C)CO)C[C@@H](C)[C@@H](CN(C)C(=O)C2CCOCC2)O3)cc1	-5	-5	-16	6	0	10	.	2[16.7 µM]
O=C(CCN1CCCCC1)N[C@H]1C=C[C@@H](CC(=O)N2CCC(Cc3ccccc3)CC2)O[C@H]1CO	3	-1	2	8	1	2	1	-3[16.7 µM]
Cc1ccc(C(C)(C)C)cc1S(=O)(=O)Nc1cccc(C(=O)N2CCN(c3ccccn3)CC2)c1	-3	4	1	1	-4	11	0	87
Cc1cn(CC(=O)NCCCn2ccnc2)c(=O)[nH]c1=O	18	6	0	-6	0	12	5	-1
COc1ccc(NC(=O)Nc2cccc3c2O[C@H](CN(C)Cc2ccc(Cl)c(Cl)c2)[C@H](C)CN([C@@H](C)CO)C3=O)cc1	17	.	9	.	.	11	-3	1[16.7 µM]
CC(=O)Nc1nnc(/C=C/c2cccc([N+](=O)[O-])c2)s1	18	1	-2	-15	0	-6	-4	-5
CC(O)c1nc2ccccc2n1CCCCOc1ccccc1 (configuration not stated)	.	0	-5	-12	3	5	-2	-4
CC(SC1=NCCS1)C(=O)Nc1nnc(-c2ccc(F)cc2)s1 (configuration not stated)	1	5	-14	-19	-2	-2	-4	-3
Cn1nc(-c2ccccc2)c(C(=O)NC(C(=O)O)c2ccccc2)c1Cl (configuration not stated)	-2	.	5	-12	0	24	3	-6
COc1ccc(OC)c(/C=N/n2c(-c3n[nH]c4c3CCC4)n[nH]c2=S)c1	6	1	10	-4	-1	6	1	-1
NC(=O)c1ccc(NCC2CCCO2)c([N+](=O)[O-])c1 (configuration not stated)	7	7	-4	-6	-3	-2	4	-5
COc1ccc(Cc2c(-c3ccc(C#N)cc3)nc3c4ccccc4ccn23)c(C)c1	.	.	-36	22	-3	-13	4	.
CC(C)NC(NC(=O)/C=C/c1ccccc1)C(Cl)(Cl)Cl (configuration not stated)	.	.	-5	-2	0	.	-9	.
CCOC(=O)c1cc(-c2ccc(C)cc2)n(CCC(=O)N2CCN(c3ccccn3)CC2)c1C	.	.	16	28	-1	8	-5	.
COc1ccc(NS(=O)(=O)c2cc(NC(=O)COc3ccc(OC)cc3)ccc2N2CCOCC2)cc1	11	-8	5	13	-3	-2	-35	110*
CCOC(=O)c1csc(NC(=O)CSc2nnnn2-c2ccc(OCC)cc2)n1	6	-3	9	.	0	10	.	-3
COC(=O)C1=CN(Cc2cccs2)C=C(C(=O)OC)C1c1cccc(Cl)c1	.	4	-2	9	-1	.	6	.
CCOc1ccccc1NC(=O)c1cnc(NS(=O)(=O)c2ccccc2)nc1	-11	3	2	14	1	-3	3	-7
CC1CCN(Cc2c(C(=O)N/N=C/c3cccc(C(F)(F)F)c3)nnn2-c2nonc2N)CC1	.	-1	1	-2	2	10	11	0
Cc1noc(C)c1S(=O)(=O)Nc1ccc2c(c1)C(=O)N([C@H](C)CO)C[C@@H](C)[C@@H](CN(C)S(C)(=O)=O)O2	3	0	1	.	-1	-2	.	-6[16.7 µM]
CSc1cccc(NC(=S)N(CCC(C)C)C2CCN(C(C)=O)CC2)c1	-11	.	8	6	6	4	1	-1
O=C(CSc1nnc(Cn2c(=O)sc3ccccc32)n1-c1ccccc1)NCc1ccco1	-5	-3	-8	-6	4	-7	6	2
C=CCn1c(SCC(=O)NNC(=O)Nc2cccc(Cl)c2)nnc1-c1ccccc1	.	-1	4	7	3	2	-8	-3
COc1ccc(C(CC(=O)O)NS(=O)(=O)c2ccc3c(c2)N(C(C)=O)CC(C)O3)cc1 (configuration not stated)	-2	-2	-1	-4	2	1	17	-6
Cc1ccc(S(=O)(=O)NCc2ccccc2)cc1C(=O)N1CCN(c2ccccc2)CC1	-1	1	3	4	-153	-1	3	50

This is a random part of the collection (roughly 2.5% active in at least one column).
